JNK3 blocker = JNK3 (human) kinase inhibition | P53779 | purified JNK3 kinase activity, HTS | inhibition, % at 8 µM | 60,000 tested, 0.61% active; in the data active = inhibition above about 17%;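 note: 0% = DMSO and 100% = reference inhibitor; many of its hits are not listed in these tables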
Target sequence (P53779 whole entry, looked up): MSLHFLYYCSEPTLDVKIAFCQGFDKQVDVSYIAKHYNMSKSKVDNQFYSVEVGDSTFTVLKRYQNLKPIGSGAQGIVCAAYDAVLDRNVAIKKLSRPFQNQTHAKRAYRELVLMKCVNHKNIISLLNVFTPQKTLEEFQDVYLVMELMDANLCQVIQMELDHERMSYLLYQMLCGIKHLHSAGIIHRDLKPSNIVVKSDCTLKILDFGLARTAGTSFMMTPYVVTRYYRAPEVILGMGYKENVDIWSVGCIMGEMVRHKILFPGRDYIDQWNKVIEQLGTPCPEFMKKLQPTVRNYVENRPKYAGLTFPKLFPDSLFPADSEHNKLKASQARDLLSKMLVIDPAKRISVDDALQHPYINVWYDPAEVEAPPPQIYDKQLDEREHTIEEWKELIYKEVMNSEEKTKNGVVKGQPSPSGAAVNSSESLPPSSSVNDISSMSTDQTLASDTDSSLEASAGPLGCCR
PKA kinase inh = PKA (human) kinase inhibition; 65,000 tested, 0.1% active; PKA Kemptide phosphorylation, Kinase-Glo ATP luminescence; inhibition, % at 6 µM; P17612;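 active = inhibition above the screen-wide mean inhibition plus 3 SD, cut at about 21% in these data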; note: many of its hits are not listed in these tables
ROCK2 inh = inhibitors of human Rho kinase 2. 60,000 tested, 0.35% active. purified ROCK2, Kinase-Glo ATP depletion luminescence. inhibition, % at 6 µM. O75116;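 active = inhibition above the screen-wide mean inhibition plus 3 SD, cut at about 18% in these data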;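 note: plate controls were DMSO wells for no effect and Y-27632 control wells after no-enzyme background subtraction for full effect; many of its hits are not listed in these tables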
Abs 340nm = compound absorbs light at 340 nm; compound absorbance at 340 nm, fold over control; 65,000 tested, under 10 active; AID 708; fold change at 10 µM;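 active = at 10 µM dose, initial 340 nm absorbance at least 2 fold that of control wells; inactive = change under 2 fold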;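 note: initial absorbance extrapolated from kinetic A340 decline of NADH oxidation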
Ecoli tolC = E. coli tolC mutant growth inhibition; AID 573; E. coli BW25113 tolC mutant growth, OD615; 65,000 tested, 2.2% active; growth inhibition, % at 10 µM (by protocol);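 active = growth inhibition at or above a cutoff equal to the mean over every tested compound plus 3 SD, cut at about 60% in these data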;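 note: growth measured after 20 h incubation at 37 °C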
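signal = optical density read at 615 nm | test system = E. coli ΔtolC::kan strain BW25113 | timing = 20 h compound exposure of bacteria at 37 °C | buffer or medium = LB medium plus 50 µg/mL kanamycin | compound dosing = 10 µM final, single dose | evaluation = % inhibition of E. coli growth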
NADH enzymes = blocks coupling enzymes of NAD/NADH assays | coupled PK/LDH NADH assays, four targets | IC50, µM (doses to about 10 µM), for the others: at the highest dose inhibition | 65,000 tested, 0.02% active | AID 774;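 active = single-dose screening hits from any of four coupled enzyme assays that gave an IC50 when retested across doses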;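 note: the DPM-DC format reads NADH fluorescence rather than 340 nm absorbance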
Autofluor 339 = intrinsic fluorescence of library compounds, ex339/em460 – biochemical, MLSMR library, data from DPM-DC assay, artefact control, profiling panel. AID 709. 65,000 tested, 5.5% active. fluorescence fold increase at 10 µM. compound autofluorescence, ex339/em460 nm, NADH buffer; active compounds read high; 1 = no-compound wells, NADH background;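 active = at 10 µM, mean starting fluorescence two-fold or more over control wells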;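 note: signal is the first read of a kinetic run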
MMP-13 inhibitor = blocks human MMP13 activity; 65,000 tested, 0.07% active; P45452; AID 570; inhibition, % at 4 µM; MMP-13 fTHP FRET cleavage, Mca fluorescence;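 active = inhibition above the mean of compound-free control plate wells plus 3 SD, cut at about 14% in these data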;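 note: 0% = DMSO wells and 100% = wells with reference MMP-13 inhibitor after basal subtraction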
HEK293 NFkB inh = lowers PMA/ionomycin-induced NF-kB signal in HEK293 cells; HEK-293 NF-kB luciferase reporter, luminescence; inhibition, % at 3 µM; 62,000 tested, 0.21% active;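 active = inhibition above the mean of all tested compounds plus 3 SD, cut at about 40% in these data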;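 note: 0% = stimulated DMSO wells and 100% = 10 µM reference inhibitor 5653914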
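Material: HEK-293 cells with stable firefly luciferase reporter driven by four HIV NF-kB elements / Also added: PMA plus ionomycin mix as NF-kB-activating stimulus / Compound dosing: 3 µM once, 0.30% DMSO / Times: 1 h pretreatment, 16 h stimulation, 37 °C / Signal: luminescence / Evaluation: per-plate % inhibition versus controls / Benchmarks: DMSO and 10 µM reference inhibitor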
An asterisk follows results filed as active; . = no result given; [ ] = remark or other dose. An excerpt; rates above refer to the full screens.

SMILES	Ecoli tolC	Abs 340nm	MMP-13 inhibitor	NADH enzymes	JNK3 blocker	HEK293 NFkB inh	ROCK2 inh	PKA kinase inh	Autofluor 339
CC1CCCCN1CCNC(=O)c1ccc2c(=O)n(CCc3ccccc3)c(=O)[nH]c2c1 (stereo unspecified)	8	1	-17	6%	.	7	.	2	1.5
COc1ccc(C(=O)N=c2nc3ccccn3s2)cc1	-7	1.3	0	10%	-11	-50	-7	-4	0.85
CN1C(=O)CSc2ccc(NC(=O)N3CCOCC3)cc21	9	1	0	4%	.	16	.	3	1.1
c1ccc(Cn2ncc3c(NCc4ccco4)ncnc32)cc1	6	1	5	4%	0	12	-1	4	1.1
OC(COCc1ccco1)CN1CCN(C(c2ccccc2)c2ccccc2)CC1 (stereo unspecified)	8	1.1	-4	9%	0	16	-1	-7	1.1
Cc1nc(-c2c(-c3ccc(O)cc3O)noc2C(F)(F)F)cs1	6	1	-2	2%	-1	.	-3	2	1
Cc1oc(-c2ccc(Cl)cc2)cc1-c1nn2c(-c3ccoc3C)nnc2s1	14	1	8	2%	7	6	6	4	1
CCN(CC)C(=O)c1c[nH]c2ccc(S(=O)(=O)Nc3cc(C)cc(C)c3)cc2c1=O	27	1.1	-8	5%	-6	18	-2	-4	1.8
CCOc1ccc2[nH]c(=O)c(CN(CC3CCCN3CC)C(=O)NCc3ccccc3)cc2c1 (stereo unspecified)	-4	1	-39	10%[fluoresces]	1	4	6	16	3.4*
COc1ccccc1-c1nnc(SCC(=O)Nc2nc(-c3ccccc3)cs2)n1C	39	1	-2	4%	-2	26	2	1	1.1
CC1=C(C(=O)N(C)C)C(c2cccc(Cl)c2)NC(=O)N1 (stereo unspecified)	2	1.1	3	4%	.	4	.	6	1.1
O=C(OCC(F)(F)C(F)F)c1ccccc1C(=O)Oc1ccc(F)cc1F	-7	1	6	6%	2	6	-7	-14	1.1
Cn1cnc2cc(NS(=O)(=O)c3ccc(Br)cc3)ccc21	7	1	5	2%	-1	12	-2	-6	0.95
Cc1cccc(-c2nc(C#N)c(N3CCCCCC3)o2)c1	27	1.1	-195[fluorescence artefact?]	7%[fluoresces]	4	4	7	13	3.8*
CCCC1=C(C(=O)OCC)C(c2ccc(N(C)C)cc2)n2ncnc2N1 (stereo unspecified)	21	1	2	7%	9	8	3	4	1.1
O=c1c2ccccc2nc2n1CCN2Cc1ccc(Cl)cc1	8	1	-41	5%[fluoresces]	6	8	2	7	2.2*
C=CCn1c(SCC(=O)NC2CCCCC2)nnc1-c1sc(N)nc1C	-10	0.98	-5	3%	-2	8	8	4	1.1
Cc1noc(C)c1COC(=O)Cc1ccc(Cl)c(Cl)c1	25	1	-2	3%	4	10	3	5	1.1
CCCC(CCC)n1[nH]c(=O)c2c(C)cc(C)nc21	-9	1	-1	4%	7	-3	2	7	1.2
CC(C)(C)n1ncc2c(=O)n(CC(=O)N3CCN(c4ccccc4)CC3)cnc21	3	0.97	-2	7%	-1	8	2	8	0.95

Rewritten with each value named: part of the list above
CC1=C(C(=O)N(C)C)C(c2cccc(Cl)c2)NC(=O)N1 (stereo unspecified)
- Ecoli tolC = 2
- Abs 340nm = 1.1
- MMP-13 inhibitor = 3
- NADH enzymes = 4%
- JNK3 blocker = .
- HEK293 NFkB inh = 4
- ROCK2 inh = .
- PKA kinase inh = 6
- Autofluor 339 = 1.1

O=C(OCC(F)(F)C(F)F)c1ccccc1C(=O)Oc1ccc(F)cc1F
- Ecoli tolC = -7
- Abs 340nm = 1
- MMP-13 inhibitor = 6
- NADH enzymes = 6%
- JNK3 blocker = 2
- HEK293 NFkB inh = 6
- ROCK2 inh = -7
- PKA kinase inh = -14
- Autofluor 339 = 1.1

Remaining list, next part
SMILES	Ecoli tolC	Abs 340nm	MMP-13 inhibitor	NADH enzymes	JNK3 blocker	HEK293 NFkB inh	ROCK2 inh	PKA kinase inh	Autofluor 339
COc1ccc(C2=Nn3c(nnc3-c3ccccc3)SC2)cc1OC	20	1	-8	4%	-4	.	3	3	1
O=C(CN1CCOc2ccccc21)NCc1cccs1	1	1	6	4%	.	0	.	0	1.1
CN(CCC#N)C(=O)Cn1nc(Cc2ccncc2)c2ccccc2c1=O	-10	1	8	15%	1	9	5	5	1.1
CC(=O)N1CCN(c2ccccc2NC(=O)COc2cc(C)ccc2C(C)C)CC1	31	1.1	-2	2%	2	14	3	2	1.1
CCCN1C(=O)NC2(O)C(=O)c3ccccc3C12O (stereo unspecified)	1	1	1	2%	3	17	1	11	1.1
CCn1c(C(=O)NCCCN2CCc3ccccc3C2)cc2sccc21	4	1	-10	3%	-2	23	-5	4	1.1
C/C=C/CSc1nc2c(c(=O)[nH]c(=O)n2C)n1CCC	.	0.98	1	13%	0	9	4	10	0.84
CN(C)c1nc(N)nc(CSc2ncc(Cl)cc2Cl)n1	9	0.98	3	4%	-2	10	5	5	1.1
CN1CCN(CC(=O)N(Cc2c(C#N)c3ccccc3n2C)c2ccccc2)CC1	2	1	-8	4%	-3	21	0	-2	1.1
O=C(O)CCc1nnc2n(Cc3ccc(F)cc3)c(=O)c3ccccc3n12	-22	1	-5	1%	-1	-4	3	0	1
C(=N\c1nccs1)/c1cccnc1	-12	1	.	4%	.	.	.	.	0.95
O=C(CSc1ncn[nH]1)Nc1cccc2ccccc12	6	1	-5	5%	1	-6	7	6	1.1
O=C(c1cnn2c(C(F)(F)F)cc(-c3ccco3)nc12)N1CCCCCC1	15	1.1	-2	13%	-1	2	5	4	1.6
O=C1C2ON(c3ccccc3)C(c3ccncc3)C2C(=O)N1c1ccccc1 (stereo unspecified)	21	1	-5	2%	3	.	10	6	1.1
CCn1c(=O)n(CC)c2cc(S(=O)(=O)Nc3ccccc3C)c(C)cc21	-8	1	2	6%	1	13	4	2	1.1
CCCCC(CC)C(=O)NCc1ccccc1OC (stereo unspecified)	7	1	5	7%	-2	27	5	15	1.1
Cc1nc2ccccc2c(=O)n1NC(=O)c1ccccc1Cl	-17	1	3	2%	2	15	-8	-5	1.1
Brc1ccc(-c2noc(CCc3ccccc3)n2)o1	20	1	1	6%	-1	-7	0	6	1.1
N#CC1=C2Sc3ccccc3N2CCCC1=O	-17	1	9	5%	-3	8	-2	-7	1.2
CC(NC(=O)Nc1ccccc1)C(c1cccs1)N1CCOCC1 (stereo unspecified)	-2	0.98	2	2%	1	17	0	-2	1
CCN(CC)S(=O)(=O)c1ccc2oc(SCC3CN=C(c4ccc(OC)cc4)S3)nc2c1 (stereo unspecified)	17	1	-2	4%	-4	11	-4	4	1.3
O=C(O)c1ccccc1OCCOCCOc1ccccc1C(=O)O	-15	1	-1	3%	-1	9	12	10	1.1
O=C(c1cc(Cl)ccc1Cl)N1CCN(c2ccccn2)CC1	3	1	-1	3%	0	11	2	0	1.2
CCC(Sc1nc2c(c(=O)[nH]1)CCC2)C(=O)Nc1cccc(OC)c1 (stereo unspecified)	3	1	-2	4%	8	21	2	0	1.1
CCCNc1ncnc2sc(C)c(C)c12	9	0.98	-2	3%	-1	13	0	0	1.1
CCCCNS(=O)(=O)c1ccc(OC)c2ncccc12	-24	0.99	-38	4%	4	-3	7	3	1.5
COC(=O)c1ccc(NC(=O)C2C3C=CC(O3)C2C(=O)O)cc1 (stereo unspecified)	-17	1	3	2%	-7	12	0	6	1.2
COc1cc(C(=O)Nc2ccccc2N2CCN(S(C)(=O)=O)CC2)cc(OC)c1OC	-4	1	0	3%	7	8	-7	-4	1.1
O=C(CCS(=O)(=O)c1cccc2nonc12)NCCc1ccccc1	-5	1	-1	6%	.	21	.	9	0.01
CCOc1ccccc1NC(=O)CSc1ncnc2c1oc1ccccc12	24	1	4	5%	0	-3	4	2	1.1
CC1CC(C)CN(S(=O)(=O)c2ccc(C(=O)N3CCN(c4ccccc4)CC3)cc2)C1 (stereo unspecified)	35	1	4	1%	-5	15	-3	5	1.1
O=C(Cn1nnc(-c2ccccc2Cl)n1)N1CCN(S(=O)(=O)c2ccc(Cl)cc2)CC1	13	1	1	3%	1	29	-4	-10	1.1
Cc1ccc(C2CC(c3cccs3)n3nc(N)nc3N2)cc1 (stereo unspecified)	20	1	-23	5%[fluoresces]	2	.	5	4	2.3*
Brc1ccccc1-c1nnc(CSc2nnnn2-c2ccccc2)o1	25	0.99	5	5%	-12	-7	-13	-2	1.1
CN1CCN(CC(=O)Nc2nc(-c3ccccc3)cs2)CC1	15	1	0	4%	4	.	5	7	1
CCOC(=O)c1cc(-c2ccncc2)nc2c1c(C)nn2-c1ccccn1	44	1.1	-9	4%	6	2	11	7	1.5
O=c1c2ccccc2nc(SCc2cn3ccsc3n2)n1-c1ccccc1	44	1	4	3%	12	12	4	0	1
Cc1nn(CCO)c(C)c1Oc1ccccc1O	5	1.1	-4	5%	.	4	.	-9	1.1
O=C(CN1CCCC1)Nc1ccc(Oc2ccc(NC(=O)CN3CCCC3)cc2)cc1	-14	0.97	0	6%	-7	3	-3	-5	1.1
Cc1ccc(-c2nnn(CCC(=O)NC3CCCC3)n2)cc1	-2	0.99	0	6%	-4	-2	4	-3	1.1
COC(=O)c1c(NC(=O)C2CC=CCC2C(=O)O)sc(C(N)=O)c1C (stereo unspecified)	-9	1	2	2%	.	4	.	8	1
CCOc1cc(-c2nc(-c3cc(OC)c(OC)c(OC)c3)no2)cc(OCC)c1OCC	1	1	5	0%	-3	14	4	1	1.1
Cc1nn2c(N3CCN(C(=O)c4ccco4)CC3)cc(C(C)(C)C)nc2c1-c1ccccc1	11	1.1	6	0%	-9	9	-2	-1	2.6*
Cc1noc(C)c1CSc1nnc(-c2ccccc2F)n1CCc1ccccc1	19	0.99	-4	6%	-2	15	2	5	1
CN(c1ccc(C(=O)N2CCN(c3ccc(F)cc3)CC2)cc1)S(C)(=O)=O	11	1	0	1%	2	10	8	10	1.1
CCn1c(C(=O)N2CCCC(C(=O)O)C2)cc2sccc21 (stereo unspecified)	-14	0.99	0	4%	0	4	1	3	1.1
c1ccc(OCCCc2nc(-c3ccncc3)no2)cc1	16	1	1	4%	-1	-2	18*	12	1.1
CC1(C)Cc2c(c(-c3ccco3)nc3n[nH]c(N)c23)CO1	5	1.1	1	4%	-3	16	2	31*	1.1
C=CCN1C(c2ccccc2)=CS/C1=C(\C#N)c1nnc2n1CCCCC2	6	1.1	6	5%	0	9	2	0	0.96
CCCn1c(N)c(C(=O)CSc2nnc(-c3ccco3)n2Cc2ccccc2)c(=O)[nH]c1=O	24	1	-2	7%	0	18	2	-2	1.1

Additional results
SMILES	Ecoli tolC	Abs 340nm	MMP-13 inhibitor	NADH enzymes	JNK3 blocker	HEK293 NFkB inh	ROCK2 inh	PKA kinase inh	Autofluor 339
O=C(c1ccco1)c1cn[nH]c1-c1ccc(Cl)cc1O	2	0.96	-1	6%	.	16	.	7	1.1
CCOC(=O)C(NCc1ccccc1OC)(NC(C)=O)C(F)(F)F (stereo unspecified)	-3	0.99	-1	2%	3	7	-3	-2	1
CCOP(C)(=O)C1(C(=O)OCc2ccccc2)CC1 (stereo unspecified)	-16	1	3	1%	0	10	3	3	1.1
COc1ccc2nc(SCC(=O)N3CCNC3=O)[nH]c2c1	-15	0.99	4	5%	-2	-11	-1	1	1.1
O=C(Cn1ncc2c(=O)oc3ccccc3c21)NCCCN1CCCC1=O	-12	0.99	2	2%	6	21	0	-1	1
O=C(CNC(=O)Cn1ccc2ccccc2c1=O)NCCCN1CCN(c2cccc(Cl)c2)CC1	2	1.1	2	2%	.	4	.	6	1.2
CCN(C(=O)CSc1ccc2c(c1)OCCO2)C1CCS(=O)(=O)C1 (stereo unspecified)	-6	1	5	1%	-7	4	10	13	1.1
